# Bioassay records deposited in PubChem BioAssay by National Center for Advancing Translational Sciences (NCATS).
# KDM5B inhibitor – inhibitors of human KDM5B histone demethylase; Q9UGL1; KDM5B demethylase, FDH-coupled NADH fluorescence (FDH is formaldehyde dehydrogenase); Potency, µM (series often up to 57.7 µM), for the others: at the top dose activity change, negative = inhibition, actives largely listed as inhibitors; 2.6% of 220,000 active; active means well fitted inhibition curve with a large enough effect; inconclusive means small, poorly fitted or top-dose-only effect; inactive means no such curve, though single readings can be large or run the other way; further: 0% is about no effect; nearly all actives have a fitted effect of over 70% in size
# Target sequence (Q9UGL1 whole entry, looked up): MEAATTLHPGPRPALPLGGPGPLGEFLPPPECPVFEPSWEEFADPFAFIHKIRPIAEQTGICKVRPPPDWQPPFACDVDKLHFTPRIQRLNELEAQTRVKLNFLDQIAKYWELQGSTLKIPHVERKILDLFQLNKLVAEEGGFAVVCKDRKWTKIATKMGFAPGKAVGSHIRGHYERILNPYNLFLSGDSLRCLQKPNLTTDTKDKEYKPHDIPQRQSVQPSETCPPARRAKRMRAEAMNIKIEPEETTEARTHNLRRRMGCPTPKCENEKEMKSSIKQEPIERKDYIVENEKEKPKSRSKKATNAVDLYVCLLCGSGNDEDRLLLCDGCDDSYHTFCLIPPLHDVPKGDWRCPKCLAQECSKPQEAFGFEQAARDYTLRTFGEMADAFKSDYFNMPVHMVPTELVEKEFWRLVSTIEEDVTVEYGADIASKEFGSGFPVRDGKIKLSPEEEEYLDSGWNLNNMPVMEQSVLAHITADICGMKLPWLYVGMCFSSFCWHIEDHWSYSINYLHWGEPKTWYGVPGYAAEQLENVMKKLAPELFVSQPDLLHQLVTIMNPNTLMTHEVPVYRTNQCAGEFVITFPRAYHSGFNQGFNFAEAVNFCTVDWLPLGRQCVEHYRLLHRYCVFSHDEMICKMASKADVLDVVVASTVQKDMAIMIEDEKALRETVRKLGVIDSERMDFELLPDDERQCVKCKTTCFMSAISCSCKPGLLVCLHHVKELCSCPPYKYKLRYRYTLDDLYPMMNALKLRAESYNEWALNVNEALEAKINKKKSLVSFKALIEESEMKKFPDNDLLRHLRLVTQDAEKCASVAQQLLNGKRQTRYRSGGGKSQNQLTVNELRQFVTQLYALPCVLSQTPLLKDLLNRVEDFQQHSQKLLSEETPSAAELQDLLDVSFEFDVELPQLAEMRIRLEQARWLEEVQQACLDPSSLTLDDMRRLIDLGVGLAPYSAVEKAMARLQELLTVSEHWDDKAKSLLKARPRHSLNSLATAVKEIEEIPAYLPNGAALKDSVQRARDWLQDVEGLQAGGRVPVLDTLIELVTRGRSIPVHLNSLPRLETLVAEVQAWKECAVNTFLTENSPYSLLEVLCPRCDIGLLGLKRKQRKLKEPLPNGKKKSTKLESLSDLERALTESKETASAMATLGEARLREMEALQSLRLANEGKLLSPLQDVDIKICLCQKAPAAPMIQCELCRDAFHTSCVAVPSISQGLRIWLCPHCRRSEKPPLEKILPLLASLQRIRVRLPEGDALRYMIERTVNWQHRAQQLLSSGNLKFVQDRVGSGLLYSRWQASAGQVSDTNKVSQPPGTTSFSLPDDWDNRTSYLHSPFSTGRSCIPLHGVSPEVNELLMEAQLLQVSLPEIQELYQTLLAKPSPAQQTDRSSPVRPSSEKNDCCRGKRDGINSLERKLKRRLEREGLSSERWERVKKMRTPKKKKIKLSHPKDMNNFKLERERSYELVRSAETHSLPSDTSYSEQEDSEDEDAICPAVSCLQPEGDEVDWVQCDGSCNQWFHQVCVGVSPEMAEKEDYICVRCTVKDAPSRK
#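 Inhibition is measured as reduced NADH fluorescence generation from FDH coupling to formaldehyde release. Truncated KDM5BΔAP at 200 nM final acts on H3K4me3 peptide (12.5 µM in substrate mix) in pH 7.5 HEPES buffer with Tween-20, 30 min, room temperature.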
# The depositor's hits bear a star; ? = inconclusive; & = joins results of further samples; [ ] = remark or other dose. Potency means the concentration at half of the fitted maximal effect.
SMILES,KDM5B inhibitor
Cn1nccc1C(=O)N1CC(C(=O)Nc2ccccn2)C2(CCOCC2)C1 (configuration not stated),13.3%
Cc1ccc(OCC(=O)Nc2ccc(C(=O)OCc3cc(=O)n4nc(C5CC5)sc4n3)cc2)cc1,15.0%
COc1ccc(S(=O)(=O)NCc2c(-c3ccccc3)noc2C)c(OC)c1,23.4%
COc1ccccc1C(=O)NCc1ccc2c(c1)CCN2C(=O)c1ccncc1,-29.3%
CCCCn1c(=O)[nH]c(=O)c2c1nc(COC(=O)/C=C/c1cc(Cl)c(OC)c(OCC)c1)n2C,10.4%
CCN(CC)c1ccc(NC(=O)CN(C)S(=O)(=O)c2cccc3nsnc23)c(C)c1,15.1%
N#Cc1ccc(C(=O)N2CCC3(CC2)CC(Cc2nc(C4CC4)no2)CCO3)cc1 (configuration not stated),-19.1%
N#C/C(=C\c1cccc2ccccc12)c1nc2ccccc2[nH]1,?
COc1cccc(Cn2c(=O)cc(C)c3c(C)nn(-c4ccc(C)cc4)c32)c1,-3.5%
CCCc1ncc(C(O)c2cccc(OC)c2)n1C (configuration not stated),4.5%
Cc1cc(N)ccc1NC(=O)CN1CCCC1,?
CCOC(=O)c1cccc(Nc2nc(-c3ccccc3)no2)c1,10.2%
COc1cc(NC(=O)Cn2nc3c(cc2=O)CCCCC3)cc(OC)c1OC,3.9%
COc1ccc(-c2c(NC(=O)c3ccco3)n(-c3ccccc3)nc(C)c2=O)cc1,-4.9%&2.4%
CS(=O)(=O)N1C[C@H]2CCN(C(=O)Cc3ccccc3F)C[C@H]21,13.2%
CCOc1ccccc1CN1CCC2(CCN(C(=O)C3CC3)CC2)Oc2ccccc21,?
Cc1ccccc1-n1c(SCC(=O)N2CCCCC2)nc(O)cc1=O,-3.3%
O=C(NCC1(COc2cccnc2)C[C@@H](O)[C@@H](O)C1)c1nc2ccccc2[nH]1 (some centres not stated),?
CN(Cc1ccc(F)cc1)C(=O)c1cccc(Cl)c1,9.6%[86.2 µM]
C[S+](=O)([O-])N1Cc2ccccc2CC2(CCCN(CC3CCCC3)C2)C1 (configuration not stated),22.6%[115 µM]
CC(=O)NC[C@H]1CCN(Cc2ccc(Cl)cc2F)C[C@H]1N(C)C,14.5%
O=C(Nc1nnc(S(=O)(=O)N2CCOCC2)s1)c1ccccc1Cl,9.7%
Cc1ccc(C)c(NC(=O)Cn2nc3n(c2=O)CCCCC3)c1,2.4%
CC(NC(=O)c1ccco1)C(=O)Nc1nc(-c2cccc3ccccc23)cs1 (configuration not stated),-26.1%
Cc1ccc(-c2cn3c(n2)sc2cc(C(=O)NC4CCCCC4)ccc23)cc1,?

# A draw from above in order of formula weight, lowest first:
SMILES,KDM5B inhibitor
Cc1ccc(C)c(NC(=O)Cn2nc3n(c2=O)CCCCC3)c1,2.4%
O=C(NCC1(COc2cccnc2)C[C@@H](O)[C@@H](O)C1)c1nc2ccccc2[nH]1 (some centres not stated),?
COc1cc(NC(=O)Cn2nc3c(cc2=O)CCCCC3)cc(OC)c1OC,3.9%
COc1ccc(S(=O)(=O)NCc2c(-c3ccccc3)noc2C)c(OC)c1,23.4%
O=C(Nc1nnc(S(=O)(=O)N2CCOCC2)s1)c1ccccc1Cl,9.7%

# The listing continues.
SMILES,KDM5B inhibitor
C=CCc1c(C)c2ccc(OCC(=O)c3ccccc3)cc2oc1=O,84.5%[activator]
N#Cc1cccc(C(=O)N2CCC3(CC2)NC(=O)N(Cc2ccccc2Cl)C3=O)c1,-16.0%
O=C(Nc1ccc(Cl)c(Cl)c1)N1CCOCC1,-13.0%
COc1cc(/C=C(/C#N)C(=O)C(C)(C)C)ccc1OCc1ccc(Cl)cc1,22.4%
COc1nccc(N2CCC(CC(=O)NC3CCN(Cc4ccccc4)CC3)CC2)n1,-5.3%
Cc1ccc(C(=O)Nc2ncn(CC(=O)NCc3ccccc3C)n2)cc1,-1.5%
CCN(CCCNC(=O)c1cc2c(=O)[nH]c3ccc(C)cc3c2s1)c1ccc(C)cc1,-17.8%
O=C(c1ccc2nccn2c1)N1CCN(c2ccc(F)cc2)CC1,?
CCc1ccc(CNC(=O)C2(c3ccc(NC(=O)C(C)C)cc3)CCC2)cc1,-7.9%
Cc1ccc(SCC(=O)Nc2cccc(-c3nc4cc(Cl)ccc4o3)c2C)cc1,57.9%[activator]
CCOc1ccc(C(=O)N[C@H](C(=O)O)C(C)C)cc1,-9.5%
CCCNC(=O)CNC(=O)c1ccc2ccccc2n1,14.4%
CCc1cccc(NC(=O)C2CCN(C(=O)c3nnn4c3COC(c3ccc(OC)cc3)C4)CC2)c1 (configuration not stated),16.2%
CC(C)CC(NC(=O)Cc1n[nH]c(=O)c2ccccc12)c1ccccc1 (configuration not stated),11.8%
CCOc1ccccc1NC(=O)Cn1c(=O)n(-c2ccc(F)cc2)c(=O)c2c1cc(C)n2C,6.2%
CSc1ccccc1NC(=O)c1cnn2c(C(F)(F)F)cc(-c3cccs3)nc12,12.1%
Cc1ccc(N2C(=O)N[C@@H]3CCN(C(=O)c4ccccc4)[C@@H]3C2=O)cc1,-13.1%[86.2 µM]
CN(Cc1ccccc1)C(=O)CCCc1c[nH]c2ccccc12,4.4%
COCC(=O)N[C@@H]1CN(C(=O)c2ccnn2C)CC[C@@H]1c1nc(C)no1,21.3%
COCc1ccc2c(c1)c(OC(C)(C)C(=O)NCc1ccncc1)nn2CCC(C)C,?
COc1ccc(Nc2ccccc2NC(=O)c2ccc3c(c2)NC(=O)CCS3)cc1,-12.3%
COc1ccc(-n2c(SCC(=O)NCc3ccccc3)nc3c([nH]c4ccccc43)c2=O)cc1,?
COc1ccc(C(C)NC(=O)c2ccc(-c3ccc(N4CCSCC4)nc3)cc2)cc1 (configuration not stated),?
COc1cccc(Nc2ncc3c(n2)C(C)(C(=O)NC2CCOCC2)CC3)c1 (configuration not stated),-0.9%[86.2 µM]
COc1ccc(CN2CCC3(CC2)CNc2ccccc2[S+](=O)([O-])N3)cc1,-21.0%

# Entries listed so far that contain a thiophene ring, fused or not, in the order listed:
SMILES,KDM5B inhibitor
CCN(CCCNC(=O)c1cc2c(=O)[nH]c3ccc(C)cc3c2s1)c1ccc(C)cc1,-17.8%
CSc1ccccc1NC(=O)c1cnn2c(C(F)(F)F)cc(-c3cccs3)nc12,12.1%

# Returning to the listing; the 4 compounds before the break are reprinted first.
SMILES,KDM5B inhibitor
COc1ccc(-n2c(SCC(=O)NCc3ccccc3)nc3c([nH]c4ccccc43)c2=O)cc1,?
COc1ccc(C(C)NC(=O)c2ccc(-c3ccc(N4CCSCC4)nc3)cc2)cc1 (configuration not stated),?
COc1cccc(Nc2ncc3c(n2)C(C)(C(=O)NC2CCOCC2)CC3)c1 (configuration not stated),-0.9%[86.2 µM]
COc1ccc(CN2CCC3(CC2)CNc2ccccc2[S+](=O)([O-])N3)cc1,-21.0%
CN1CCN(c2ccc(-c3cn(C)c(=O)n4cc(COc5ccnn5C)nc34)cn2)CC1,39.8µM*
O=C(COc1ccccc1F)Nc1ccc2oc(-c3cccc(Cl)c3)nc2c1,?
O=C(COc1ccc(F)cc1)NCc1nnc2ccc(-c3ccccc3)nn12,?
Cc1cccc(OCC2(CNC3CCN(C)CC3)C[C@@H](O)[C@@H](O)C2)n1 (some centres not stated),?
O=C(NC(C1CC1)C1CC1)c1cccnc1,9.3%
COc1cc(CNC(=O)C23CC4CC(CC(C4)C2)C3)ccc1OC(F)F,22.5%
O=C(CNC(=O)c1ccccc1)NCc1nnc2ccc(-c3ccccc3)nn12,31.6µM*
Cc1nc2c(c(=O)n1C)CCN(C(=O)NCc1ccco1)CC2,-30.9%
COc1ccc2[nH]c3c(c2c1)CCNC31CCN(C(=O)c2ccc(C)s2)CC1,?
COCc1nncn1C1CCN(S(=O)(=O)c2ccc(F)cc2F)CC1,24.1%
CCc1ccc(C(=O)CC2(O)C(=O)Nc3ccc(F)cc32)cc1 (configuration not stated),7.0%
Cc1ccccc1CC(=O)Nc1ccccc1NS(C)(=O)=O,13.6%
COCCn1c(C)cc(-c2csc(NCc3ccccc3OC)n2)c1C,-10.7%
CCN1CCN(C(=O)CCn2ccc(=O)[nH]c2=O)C(C)C1=O (configuration not stated),-1.6%
Cc1ccccc1CNC(=O)CCS(=O)(=O)c1cc2c3c(c1)CCN3C(=O)CC2,11.0%
Cc1ccc(NC(=O)C2CCCN(C(=O)NCc3ccccc3)C2)c(C)c1 (configuration not stated),23.1%
COCc1cc(=O)n(CC(=O)Nc2ccc(OC)c(OC)c2)c(N2CCOCC2)n1,0.0%
C/C(CC(=O)Nc1ccc(Cl)cc1)=N\NC(=O)C1CCCCC1,-6.3%
CCOC(=O)C1=C(C)N=C2SC=C(CC(=O)NCC3CC3)N2C1c1ccccc1OC (configuration not stated),?
O=C(O)C[C@@H]1CCN(C(=O)c2ccc(C(F)(F)F)cc2)C[C@@H]1CCN1CCCCC1,-6.1%[86.2 µM]
Cc1ccc(Nc2cc(C)nc(Nc3ccc(NC(=O)CC(C)C)cc3)n2)cc1,-7.8%
CCNc1c(NC(=O)Nc2ccc(F)cc2)c(=O)oc2ccccc12,-14.6%
O=C(CCCCc1nc2ccccc2s1)NC1CCCCCC1,28.4%
CC(Oc1ccc2ccc(=O)oc2c1)C(=O)Nc1ccc(F)cc1 (configuration not stated),?
CC(C)(C)OC(=O)N1CCC(c2c(C(=O)N3CCN(c4ncccn4)CC3)cnn2-c2cccc(F)c2)CC1,-4.6%
# Carrying on:
SMILES,KDM5B inhibitor
CC1(C)CC(NC(=O)CCc2ccco2)CC(C)(C)N1,0.8%
Cc1cnc(-c2cccnc2)n1C1CCCN(CC2CCCCC2)C1 (configuration not stated),-15.7%
CCOC(=O)c1oc2cc(OC(=O)c3ccc(OC)cc3)ccc2c(=O)c1-c1ccc(OC)cc1,-4.7%
O=C(Cn1cnc2c(nnn2Cc2ccccc2)c1=O)NCc1ccccc1Cl,39.2%
CC1Cc2cc(S(=O)(=O)NCCC(=O)Nc3cccc(C(F)(F)F)c3)ccc2N1C(=O)C1CC1 (configuration not stated),13.0%
CC(C)c1noc(C(C)Sc2nc(C3CC3)nc3ccccc23)n1 (configuration not stated),20.4%
Cc1ccccc1NC(=O)N1CCC(CCNC(=O)c2cc(F)ccc2F)CC1,-11.7%
CCCS(=O)(=O)N1CC(Oc2ccccc2-c2nc(C3CC3)no2)C1,29.2%
O=C(NCc1cccc(Cl)c1)c1ccc(Cn2ccn3nc4c(c3c2=O)CCCC4)cc1,?
Cc1ccc(-c2ccc(O)cn2)c2cccnc12,?
CCn1c(N2CCN(Cc3ccc(Cl)c(Cl)c3)CC2)nc2c1c(=O)[nH]c(=O)n2C,5.6%
Cc1ccc(Cl)cc1NC(=O)Cn1c(C)nc2c(sc3cccc(F)c32)c1=O,-18.4%
Cc1cc(=O)n2c3ccccc3n(CC(O)CN3CCCCC3)c2c1C#N (configuration not stated),?
CC(=O)c1c(C)[nH]c(C(=O)C(C)Sc2ccc3c(c2)OCCCO3)c1C (configuration not stated),13.9%
CCC(C)NC(=O)c1c(-c2ccccc2)c(-c2ccccc2)nn(C)c1=O (configuration not stated),-6.3%
O=C(CCNC(=O)c1cnccn1)NC1CCCc2c1[nH]c1ccc(F)cc21 (configuration not stated),0.6%
Cc1nn(-c2ccccc2)c(C)c1CCC(=O)N1CCN(S(=O)(=O)c2ccc(Cl)cc2)CC1,-9.4%
Cc1ccc(Sc2ccc(/C=C3/C(=O)NN(c4ccccc4)C3=O)o2)cc1,-3.0%
CCn1cc(C#N)c(=O)n(Cc2nc(-c3ccccc3C)no2)c1=O,3.7%
CCc1cccc2c(C(=O)COC(=O)c3cccs3)c[nH]c12,5.0%
O=C(NCCc1ccc(Cl)cc1)c1cc2ccccn2n1,-15.9%
O=c1[nH]c(C2CCN(Cc3ccc(F)cc3)CC2)nn1Cc1ccccc1,-26.1%
CN(Cc1ccccc1)C(=O)c1nccnc1N,4.9%
O=C(O)CCNS(=O)(=O)c1ccc(Cl)cc1,20.9%
CC1=C(c2ccc(C)c(C)c2)S(=O)(=O)N(Cc2ccc(C(=O)NC3CCCC3)cc2)C1=O,14.6%
# Following part.
SMILES,KDM5B inhibitor
Cc1cc2nc3n(c(=O)c2n1CC(=O)Nc1ccccc1)CCC3,30.8%
CCCCN(Cc1cc2cc(C)ccc2[nH]c1=O)C(=O)c1ccc(OC)c(OC)c1,-12.5%
CC(=O)N1CCN(Cc2cc(F)ccc2Cl)CC(O)C1 (configuration not stated),-20.1%
CCN(C(=O)CSc1nc2ncccc2[nH]1)c1ccc(C(C)C)cc1,-3.5%
O=C(NC[C@H]1O[C@H](Cc2cc(-c3ccc(F)cc3)on2)CC[C@@H]1O)c1ccccc1F,17.3%[86.2 µM]
O=C(CN1C(=O)NC2(CCOCC2)C1=O)Nc1ccc(Br)cc1F,10.4%
CCCCN(C)C(=O)Cn1cnc2sc(C)c(S(=O)(=O)N3CCN(c4ccccc4OC)CC3)c2c1=O,-4.0%&8.5%
O=C1CCC2(CNC(=O)c3ccc4ncccc4c3)CCCC=C2N1 (configuration not stated),-29.3%
CCOc1ccccc1C(=O)N1CCC[C@H]1c1nc(-c2ccccc2)no1,16.7%
COCCN1C(=O)CS(=O)(=O)C12CCN(C(=O)c1cc(F)ccc1F)CC2,5.1%
COc1cc(OC)cc(C(=O)N[C@@H]2CN(S(C)(=O)=O)C[C@H]2CN(C)C)c1,?
O=C(Cn1nc(C(=O)O)c2ccccc2c1=O)c1ccc(C2CCCCC2)cc1,-1.9%
O=C(c1[nH]nc2c1CCc1ccccc1-2)N1CCC(c2noc(-c3ccncc3)n2)C1 (configuration not stated),11.9%

# Only part of the results is shown. The share of hits here may be higher or lower than overall.
